FBPA Giardia inh = qHTS Assay for Inhibitors of Fructose-1,6-bisphosphate Aldolase from Giardia Lamblia; Potency, µM (top dose mostly 59.6 µM), for inactives: top-dose activity, negative = inhibition, most hits filed as inhibitors; AID 2451, 2010; 0.71% of 290,000 active; purified Giardia FBPA; further: potency means the concentration at half of the fitted maximal effect; nearly all actives have a fitted effect of over 55% in size
Target sequence (A8B2U2 whole entry, looked up): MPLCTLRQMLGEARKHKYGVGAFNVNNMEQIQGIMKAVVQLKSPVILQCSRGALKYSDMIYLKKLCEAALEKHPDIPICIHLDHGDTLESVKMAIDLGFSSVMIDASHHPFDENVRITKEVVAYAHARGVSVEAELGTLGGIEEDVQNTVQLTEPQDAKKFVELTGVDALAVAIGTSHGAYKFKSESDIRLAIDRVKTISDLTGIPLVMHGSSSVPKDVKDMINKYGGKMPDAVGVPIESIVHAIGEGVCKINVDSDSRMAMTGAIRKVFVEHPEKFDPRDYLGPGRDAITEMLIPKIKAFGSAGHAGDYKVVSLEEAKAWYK
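Giardia FBPA (40 nM reagent) was preincubated 10 min at RT with compound (up to 57.5 uM final), then substrate plus GAPDH/TPI/NAD/arsenate coupling system with diaphorase/resazurin was added; resorufin fluorescence (525/598 nm) was read after 20 min.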
HCV inh = qHTS Assay for Inhibitors of Hepatitis C Virus (HCV); Potency, µM (highest dose often 41.8 µM), inactives show at the highest dose activity change, negative = inhibition, actives largely listed as inhibitors; Huh7.5.1 HCVcc-Cre infection, luciferase reporter, 44 h; 3.4% of 340,000 active; AID 651820, 2012; further: potency means the concentration at half of the fitted maximal effect
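Cells seeded at 1,000/well and cultured 4 h, then compounds added followed by HCVcc-Cre virus (~0.5 moi). After 44 h further culture, luciferase substrate was added, plates held 15 min at room temperature, and luminescence read for 15 sec.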
AmpC no deterg = qHTS Inhibitors of AmpC Beta-Lactamase (assay without detergent); Potency, µM (titrated, usually from 57.1 µM), for inactives: top-dose activity change, negative = inhibition, actives largely listed as inhibitors; 0.52% of 330,000 active; AmpC nitrocefin hydrolysis, absorbance 480 nm, 0.0001% Triton; P00811;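 further: potency means the concentration at half of the fitted maximal effect; plate controls were no compound for no effect and no enzyme for full effect; nearly all actives have a fitted effect of over 20% in size; some results filed as inactive show a strong effect at the top dose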
Target sequence (P00811 whole entry, looked up): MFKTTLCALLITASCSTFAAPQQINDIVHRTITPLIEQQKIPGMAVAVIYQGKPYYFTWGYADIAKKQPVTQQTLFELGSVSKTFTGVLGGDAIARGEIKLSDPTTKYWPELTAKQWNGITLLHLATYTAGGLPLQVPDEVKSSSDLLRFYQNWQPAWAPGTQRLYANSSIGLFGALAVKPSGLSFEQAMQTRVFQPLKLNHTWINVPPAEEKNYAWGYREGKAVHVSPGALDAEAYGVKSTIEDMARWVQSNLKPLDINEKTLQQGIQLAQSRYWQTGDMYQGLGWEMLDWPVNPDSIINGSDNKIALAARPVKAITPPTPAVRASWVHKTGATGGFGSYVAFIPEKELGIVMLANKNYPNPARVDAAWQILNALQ
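AmpC (5.3 nM in the dispensed reagent) in 20 mM phosphate pH 7.0 with 0.01% (detergent screen) or 0.0001% Triton X-100 was preincubated with compounds for 15 min at room temperature. Nitrocefin was then added from an 800 uM solution, and hydrolysis was followed at 480 nm.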
Sm TGR block = qHTS Assay for the Inhibitors of Schistosoma Mansoni Peroxiredoxins. Potency, µM (titrated, usually from 114 µM), for the others: at the top dose activity change, negative = inhibition, actives largely listed as inhibitors. Schistosoma mansoni thioredoxin glutathione reductase (TGR), Q962Y6. AID 485364, 2010. purified TGR, DTNB reduction, TNB absorbance 405 nm. 3% of 360,000 active; further: potency means the concentration at half of the fitted maximal effect; nearly all actives have a fitted effect of over 60% in size
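TGR 20 nM + NADPH 100 uM (dispensed conc.), cpd preinc 15 min RT; start with NADPH (500 uM addition) then DTNB (15 mM addition). Kinetic TNB absorbance, 405 nm filter. Four-parameter Hill fit across titration.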
AmpC inh detg = qHTS Inhibitors of AmpC Beta-Lactamase (assay with detergent) | AmpC hydrolysis of nitrocefin, absorbance 480 nm, 0.01% Triton | Potency, µM (top dose mostly 114 µM), for inactives: at the top dose activity change, negative = inhibition, most hits filed as inhibitors | 0.041% of 370,000 active | AID 485294, 2010;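 further: potency means the concentration at half of the fitted maximal effect; 0% = no-compound wells and -100% = no-enzyme wells; nearly all actives have a fitted effect of over 25% in size; some results filed as inactive show a strong effect at the top dose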
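AmpC (5.3 nM in the dispensed reagent) in 20 mM phosphate pH 7.0 with 0.01% (detergent screen) or 0.0001% Triton X-100 was preincubated with compounds for 15 min at room temperature. Nitrocefin was then added from an 800 uM solution, and hydrolysis was followed at 480 nm.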
HCMV antiviral = qHTS Assay for inhibitors of the human cytomegalovirus (HCMV). 4.5% of 410,000 active. HFF cells, HCMV-luciferase reporter, 72 h; active compounds read low. activity change, negative = inhibition, % at 57.5 µM; in the data active means activity change below about -60%; inconclusive means no clear call, values can overlap the other calls; inactive means above about -39%
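Two compound doses tested in HFFs infected with HCMV-luciferase, MOI 1 PFU/cell, 72 h at 37C. Lysate luminescence read with OneGlo; data normalized against buffer-only and 10uM Salinomycin inhibitor controls.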
* hit, by the source's call; ? = inconclusive; . = no result given; & = joins results of further samples; [ ] = remark or other dose. Unless noted, the call rests on the fitted dose curve; in most records, active means well fitted curve in the direction sought with a large enough effect; inconclusive means small, poorly fitted or top-dose-only effect, or another doubt; inactive means no such curve, though single readings can be large; an effect the other way counts as inactive or inconclusive. Unless noted, on the % scale 0 is the no-effect control and ±100 the full control effect. Compounds were not picked by outcome; any-hit rate near 9.9%.

SMILES	Sm TGR block	FBPA Giardia inh	HCMV antiviral	AmpC inh detg	HCV inh	AmpC no deterg
COc1ccc(Nc2nn(-c3ccc(OC(F)(F)F)cc3)nc2C(C)=O)cc1	-1%	.	27	19%	.	.
CCN(CC)S(=O)(=O)c1ccc(-c2nnc(SCC(=O)Nc3nnc(C)s3)n2CC)cc1	1%	18%	-9	?	12%	29%
Cc1ccc(CNC(=O)CCc2ccc(S(=O)(=O)NCC(C)C)cc2)cc1	2%	1%	-14	-4%	?	-7%
COc1cc(OC)cc(-c2cc3nc(C)c(CCC(=O)O)c(=O)n3[nH]2)c1	2%	9%	-10	?	12%	-23%
COc1cc(C)c(NC(=S)NCCCN2CCOCC2)cc1OC	-6%	-27%	-35	2%	18%	-24%
CC(=O)OCCNc1cc(SCc2ccco2)c2nonc2c1[N+](=O)[O-]	21%	?	.	-6%	?	-15%
CCOC(=O)c1c(NCc2ccc3c(c2)OCO3)c2ccccc2[nH]c1=O	5%	-8%	168	?	1%	-43%
C/C(CC(=O)Nc1ccc([N+](=O)[O-])cc1)=N/NC(=O)C1C2CCCCC21 (configuration not stated)	-24%	0%	5	9%	-6%	-27%
CCCNC(=O)c1cccc(NC(=O)C(C)C)c1	.	0%	7	3%	-7%	-7%
COC(=O)C(C)Oc1cc(OC(C)C(=O)OC)c2c(C)c(Cl)c(=O)oc2c1 (configuration not stated)	-4%	-5%	22	2%	?	83%[activator]
COc1ccc(NS(=O)(=O)c2cc(NC(=O)COc3ccccc3F)ccc2OC)cc1	-13%	.	-2	-1%	11µM*	-34%
CCN(CC)c1ccc(NC(=O)C2CCN(c3nnc(-n4cccc4)s3)CC2)c(C)c1	0%	.	-16	7%	.	.
O=C(CSc1nc2ccccc2n1CC(=O)N1CCCC1)Nc1ccc2c(c1)OCO2	-7%	-1%	15	-2%	-6%	0%
CCc1nnc(NC(=O)CSc2nnc(-c3ccoc3C)n2CC(C)C)s1	-6%	6%	2	13%	1%	7%
O=C(NCCO)/C(=C\c1ccc2c(c1)OCO2)NC(=O)c1ccc(Br)cc1	7%	4%	?	3%	7%	-17%

Looked up above.
COc1ccc(Nc2nn(-c3ccc(OC(F)(F)F)cc3)nc2C(C)=O)cc1 in AmpC inh detg reads 19%
CC(=O)OCCNc1cc(SCc2ccco2)c2nonc2c1[N+](=O)[O-] in AmpC no deterg reads -15%
CCc1nnc(NC(=O)CSc2nnc(-c3ccoc3C)n2CC(C)C)s1 in FBPA Giardia inh reads 6%
O=C(NCCO)/C(=C\c1ccc2c(c1)OCO2)NC(=O)c1ccc(Br)cc1 in FBPA Giardia inh reads 4%

(further entries)
SMILES	Sm TGR block	FBPA Giardia inh	HCMV antiviral	AmpC inh detg	HCV inh	AmpC no deterg
CN(C)c1ccc(/C=N/NC(=O)c2ccco2)cc1	-12%	-5%	27	-12%	34%[activator]	-13%
Cc1ccc(-n2ncc3c(NNC(=O)c4ccco4)ncnc32)cc1Cl	-16%	13%	?	-8%	-22%	-12%
COc1ccc(C(CNC(=O)c2cc(C)on2)N(C)C)cc1 (configuration not stated)	2%	-8%	-29	-4%	19%	89%[activator]
Cn1c(COc2ccccc2)nnc1SCC(=O)Nc1ccc2c(c1)OCO2	0%	1%	20	-12%	11%	-20%
Cc1c(C)c2ccc(OCC(=O)c3ccccc3)cc2oc1=O	10%	-1%	92	-5%	-17%	-3%
CC(=O)c1ccc(OCC(=O)c2cc(C)n(-c3ccc4c(c3)OCO4)c2C)cc1	-9%	-5%	-40	-12%	13µM*	-30%
COc1cccc(NC(=O)c2cc(Cl)nnc2Cl)c1	-11%	2%	24	-19%	?	-16%
O=C(OCC(=O)N1CCN(C(=O)COC(=O)c2ccncc2)CC1)c1ccncc1	-3%	0%	17	-5%	12%	6%
O=C(c1ccc(F)cc1)C1CCN(Cc2cn[nH]c2-c2ccc(F)cc2)CC1	-1%	-2%	-12	-1%	-7%	17%
O=C(NC1CCCCCC1)c1nnc(Cc2ccc(Cl)cc2)o1	-2%	1%	37	-5%	4%	-6%
CN(CC(=O)Nc1c(Cl)cccc1Cl)C(=O)c1cccn1C	-29%	.	2	-9%	5%	-15%
CCOc1ccc(Nc2nc(C)c(NC(=O)c3ccc(C)cc3)c(Nc3ccc(OCC)cc3)n2)cc1	-2%	.	0	-7%	.	.
CC(C)[N+](C)(CCC(C(N)=O)(c1ccccc1)c1ccccc1)C(C)C	-5%	4%	-26	-14%	-2%	-7%
COc1cccc(C2CC(c3ccccc3Cl)Nc3nc(N)nn32)c1 (configuration not stated)	6%	-3%	43	4%	30%&6%	42%
CCn1c(=O)cc(OCC(=O)NC2CC2)c2ccccc21	0%	.	27	4%	12%	-14%

(list continues)
SMILES	Sm TGR block	FBPA Giardia inh	HCMV antiviral	AmpC inh detg	HCV inh	AmpC no deterg
CCOCCCNC(=O)c1ccccc1SC	-2%	-1%	12	?	-3%	-22%
Cc1c(CNCc2ccc(Cl)cc2)c(C(=O)O)c(C)n1Cc1ccc(F)cc1	-16%	.	0	9%	.	.
Cc1ccc(NS(=O)(=O)c2cc(C(=O)NCc3ccncc3)ccc2C)cc1	5%	.	70	1%	?	-46%
CC(C)(C)OC(=O)N[C@H](C(=O)OC(C)(C)C)c1ccc2c(c1)OCO2	-9%	.	12	0%	20%	-1%
CC(=O)c1ccc(S(=O)(=O)N2CCN(CCOc3ccccc3)CC2)cc1	.	.	?	.	?	29%
COC(=O)c1sccc1NC(=S)N1CCCCC1	-1%	8%	19	0%	-1%	-1%
CC1=C(C(=O)Nc2ccccc2)C(c2cccs2)NC(=O)N1 (configuration not stated)	.	-1%	24	8%	-4%	-4%
CCCn1cc(CN2CCN(Cc3ccc(C)o3)C(CCO)C2)c(C)n1 (configuration not stated)	?	0%	-3	-5%	0%	-34%
COC(=O)c1ccccc1NC(=O)N1c2ccccc2CC1C (configuration not stated)	2%	5%	21	1%	-24%	-14%
CCc1ccc(Nc2ccc(C(N)=O)cc2[N+](=O)[O-])cc1	2%	-1%	-24	3%	?	-6%
Cc1ccc(CC(=O)N2CCN(C(=O)C3CCCO3)CC2)cc1 (configuration not stated)	1%	.	-21	-12%	12%	-29%
Fc1cccc(CSc2ccc3nnc(-c4ccccn4)n3n2)c1	4%	4%	-29	-3%	-21%	10%
O=C(COC(=O)c1cc(Cl)cc(Cl)c1)NCc1ccco1	.	.	-2	.	3%	-25%
COc1ccc(-n2c(Cc3cccn3C)nnc2SCC(=O)Nc2cccc(NC(C)=O)c2)cc1	-14%	6%	0	?	23%	60%
CCN(CC)CCNC(=O)c1cc2c(=O)n(C)c3ccccc3c2n1C	-14%	-7%	34	-12%	-15%	-9%

(further entries)
SMILES	Sm TGR block	FBPA Giardia inh	HCMV antiviral	AmpC inh detg	HCV inh	AmpC no deterg
CCOc1ccc(C(CC(=O)O)NC(=O)CCCOc2ccc(Cl)cc2C)cc1 (configuration not stated)	-5%	19%	-24	0%	0%	0%
CCSCCOC(=O)C1=C(C)NC2=C(C(=O)CCC2)C1c1coc2ccccc2c1=O (configuration not stated)	?	-10%	2	-9%	-21%	78%[activator]
O=C(Nc1ccccc1C(=O)NCc1ccco1)c1ccco1	3%	3%	-13	-2%	-28%	?
Cc1nn2c(=O)cc(COC(=O)c3ccco3)nc2s1	-1%	.	-2	-2%	.	.
CCCCOc1ccc(C2OC34CCCCC3C(C#N)(C#N)C2(C#N)C(=N)O4)cc1 (configuration not stated)	?	?	.	?	5%	-33%
Cc1ccc(NC(=O)c2cccnc2)cc1C	6%	-4%	24	?	3%	-16%
Cc1cc(C)nc(SCC(=O)Nc2ncc(C(F)(F)F)cc2Cl)n1	0%	-1%	26	?	11%	-9%
Cn1c(SCC(=O)OCc2ccccc2)nnc1-c1ccco1	?	-1%	21	-8%	10%	-6%
Cc1ccc(-c2cc(C(=O)NC3=NCCS3)c3cc(Br)ccc3n2)o1	2.8µM*	11%	.	-21%	-4%	-6%
O=C(NC1CCCC1)C1c2ccccc2C(=O)N1C1CCCCC1 (configuration not stated)	7%	7%	42	-3%	13%	-12%
CCCCNC(=O)CCCCCNS(=O)(=O)c1ccc(Br)cc1	-9%	11%	38	3%	5%	18%
CCN1CCc2c(sc(NC(=O)c3cc4ccccc4cc3OC)c2C(N)=O)C1	-2%	.	-113*	-11%	8.9µM*	148%[activator]
COc1cccc(-c2nc(CS(=O)(=O)CC(=O)Nc3ccc(C)c(Cl)c3)c(C)o2)c1	-15%	.	-1	-4%	.	.
COC(=O)c1ccc(Nc2nc(-c3ccccc3Cl)nc3ccccc23)cc1	-2%	.	50	-2%	.	.
COc1ccc(N2CCN(c3ccc(NC(=O)NN)cc3)CC2)cc1	-14%	10%	5	-10%	1%	-24%

Of the compounds above, these have a CF3 group:
SMILES	Sm TGR block	FBPA Giardia inh	HCMV antiviral	AmpC inh detg	HCV inh	AmpC no deterg
COc1ccc(Nc2nn(-c3ccc(OC(F)(F)F)cc3)nc2C(C)=O)cc1	-1%	.	27	19%	.	.
Cc1cc(C)nc(SCC(=O)Nc2ncc(C(F)(F)F)cc2Cl)n1	0%	-1%	26	?	11%	-9%

Carrying on:
SMILES	Sm TGR block	FBPA Giardia inh	HCMV antiviral	AmpC inh detg	HCV inh	AmpC no deterg
Cc1cc(N2C(=O)C3CCCN3C2c2sccc2C)no1 (configuration not stated)	-27%	-1%	-4	-4%	-3%	-1%
Cc1sc2c(c1C)c(=O)n(-c1ccc(Cl)cc1)c(=O)n2Cc1cc(=O)n2ccccc2n1	4%&-17%	1%	16&43	7%&-20%	?	-45%
CCC(C)NC(=O)Cn1nc(C(F)(F)F)c2c1CCC2 (configuration not stated)	3%	0%	0	10%	4%	17%
COc1ccc(S(=O)(=O)NCC(c2ccco2)N2CCN(c3ccccc3)CC2)cc1OC (configuration not stated)	-5%	.	112	-2%	.	.
CC(C)C(C(=O)NCc1ccccc1)N(CC1CCCO1)C(=O)CNS(=O)(=O)c1ccccc1 (configuration not stated)	-5%	-1%	4	1%	-5%	36%
c1ccc(NC2=NCCN2CCC2CCCC2)cc1	-2%	3%	-6	-15%	-2%	-21%
Cc1ccccc1OCCNC(=O)c1ccccc1Sc1ccccc1C#N	0%	.	?	0%	?	-26%
CC(C)NC(=O)CC1(C(=O)NCc2ccc(Cl)cc2)CCCC1	-1%	7%	-22	-9%	15%	0%
C[C@]12CCC3C(CC[C@H]4C[C@@H](O)CC[C@]34C)C1C[C@@H](Br)[C@H]2O (some centres not stated)	.	.	27	.	-2%	-12%
O=C(CSc1nnc(SCC(=O)c2ccco2)s1)c1ccco1	40µM*	-10%	-1	0%	1%	-44%
CCCOc1ccc(C(=O)CCC(=O)OCC(=O)Nc2cc(C)on2)cc1	6%	2%	.	1%	4%	-17%
Cc1c(C(N)=O)sc2ncn(CC(=O)N3CCC(C)CC3)c(=O)c12	?	-2%	7	1%	8%	-12%
